Neddyl block: blocks human cullin neddylation; 0.58% of 360,000 active; TR-FRET cullin neddylation, biochemical; calls only at 25 µM; in the data active = inhibition above about 36%
bovine MsrA act: activates bovine MsrA enzyme; activation, % at 10.6 µM; AID 602163; purified bovine MsrA, absorbance read-out; 0.3% of 360,000 active; in the data active = activation above about 7.5%;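 also: 0% = vehicle and 100% = reference activator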
FAS TE block: inhibitors of human fatty acid synthase thioesterase domain; recombinant FAS-TE, OMFH fluorogenic substrate, fluorescence endpoint; 0.67% of 360,000 active; inhibition, % at 15 µM; AID 602261;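 active = compounds whose normalised, plate-corrected inhibition of enzyme fluorescence in the single-dose primary screen is 50% or more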;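 also: 0% = DMSO with enzyme and 100% = substrate without enzyme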
Rin1-Abl PPI inh: blocks binding of human Rin1 to Abl; 0.4% of 360,000 active; P00519+Q13671; inhibition, % at 7.35 µM; TR-FRET Rin1/Abl binding, biochemical; in the data active = inhibition above about 5%, passing the limit was not always enough
MT1-MMP act inh: MT1-MMP (human) activation inhibition; HT1080 RFP-PRO-GFP cells, GFP/RFP ratio fluorescence, overnight; percent of plate control window, DMSO zero; GFP/RFP ratio change, % at 20 µM; 0.061% of 360,000 active; AID 651647;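 active = GFP/RFP ratio change of at least 30% with cell ATP level not reduced by more than half and red fluorescence within 50% of control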; also: strong numbers were not always called active
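Material: RFP-PRO-GFP reporter HT1080 cells. Dosing: single-point 20 µM compound, 1% DMSO. Controls: DMSO and RFP-L50D-GFP cell wells. Timing: cells overnight before dosing, compound overnight, 37 °C, 5% CO2. Measure: GFP/RFP fluorescence ratio.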
MsrA inh: bovine MsrA inhibition; purified bovine MsrA, absorbance read-out; inhibition, % at 15.5 µM; 0.75% of 360,000 active; in the data active = inhibition above about 4.5%;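 also: 0% = vehicle wells with enzyme and 100% = reference inhibitor wells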
CendR NRP1 mod: modulators of CendR peptide binding to human neuropilin-1. O14786. FAM-RPARPAR peptide binding to NRP-1, fluorescence polarization. inhibition, % at 25 µM. 0.85% of 360,000 active;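 active = inhibition or corrected inhibition above about 18%, plus a signal ratio from 0.5 to 1.5, limit read from the data, passing the limit was not always enough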; also: strong numbers were not always called active
Target sequence (O14786 whole entry, looked up): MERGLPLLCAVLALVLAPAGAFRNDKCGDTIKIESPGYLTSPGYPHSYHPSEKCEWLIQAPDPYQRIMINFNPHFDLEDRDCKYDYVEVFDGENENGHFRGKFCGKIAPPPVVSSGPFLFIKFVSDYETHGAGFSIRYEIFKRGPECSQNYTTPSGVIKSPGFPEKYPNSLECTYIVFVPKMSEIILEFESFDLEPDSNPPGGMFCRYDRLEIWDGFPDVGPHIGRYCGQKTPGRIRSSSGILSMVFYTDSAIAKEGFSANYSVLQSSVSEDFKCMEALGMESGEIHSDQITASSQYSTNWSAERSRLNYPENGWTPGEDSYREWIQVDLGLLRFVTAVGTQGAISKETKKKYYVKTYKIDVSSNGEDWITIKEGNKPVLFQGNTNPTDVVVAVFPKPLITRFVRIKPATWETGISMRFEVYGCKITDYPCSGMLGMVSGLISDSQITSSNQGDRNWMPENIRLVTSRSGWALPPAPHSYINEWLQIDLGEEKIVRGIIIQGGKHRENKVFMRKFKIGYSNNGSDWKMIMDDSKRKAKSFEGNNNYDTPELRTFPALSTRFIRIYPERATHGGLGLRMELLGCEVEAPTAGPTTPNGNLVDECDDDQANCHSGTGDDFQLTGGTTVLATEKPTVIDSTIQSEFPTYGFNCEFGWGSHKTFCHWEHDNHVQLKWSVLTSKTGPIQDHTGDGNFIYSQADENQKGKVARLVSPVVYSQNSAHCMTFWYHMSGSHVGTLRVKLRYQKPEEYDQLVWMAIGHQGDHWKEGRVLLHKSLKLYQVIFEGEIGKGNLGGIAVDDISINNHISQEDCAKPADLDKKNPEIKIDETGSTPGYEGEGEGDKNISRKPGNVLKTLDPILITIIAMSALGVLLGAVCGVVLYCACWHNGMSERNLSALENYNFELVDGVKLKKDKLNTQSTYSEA
SKN-1 inh: blocks SKN-1 activity in C. elegans | 0.49% of 360,000 active | inhibition, % at 21.8 µM | C. elegans VP596 Pgst-4::GFP/RFP ratio, acrylamide-induced, 24 h | AID 624304;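 active = interference check ratio from 0.5 to 1.5 plus GFP to RFP signal ratio inhibition reaching or exceeding a fixed threshold, cut at about 30% in these data, passing the limit was not always enough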; also: some compounds called inactive have numbers as strong as hits
E coli Lon inh: inhibitors of E. coli Lon protease; P0A9M0; purified E. coli Lon protease, fluorescence polarization; inhibition, % at 7.94 µM; 0.42% of 360,000 active; AID 602123; in the data active = inhibition above about 13%, passing the limit was not always enough;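 also: 0% = enzyme with probe and DMSO and 100% = no enzyme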
Starred values were filed as active, the others as inactive; i = inactive; x = not tested or not shown. This is a random part of the collection, and some 4.2% of all compounds hit somewhere here.

SMILES | Neddyl block | bovine MsrA act | FAS TE block | Rin1-Abl PPI inh | MT1-MMP act inh | MsrA inh | CendR NRP1 mod | SKN-1 inh | E coli Lon inh
CCOC(=O)C(CC)n1cnc2c(cnn2-c2ccc(Cl)cc2)c1=O (configuration not stated) | i | 2 | 6 | -1 | 1 | 0.8 | 14 | 5 | 7
CCCCn1nc2cc(C(=O)NCc3ccccc3OC)ccc2c1OCC | x | -5 | -12 | -2 | 1 | 1.8 | 10 | -10 | -1
Cc1[nH]cnc1CSCc1ccc(Cl)cc1 | i | -4 | -11 | -1 | -2 | 0.7 | -1 | 9 | -19
O=C(Nc1ccccc1)Nc1ccc(F)cc1F | i | -6 | -4 | 2 | -1 | -0.4 | -3 | 12 | -2
Cc1cc2c(cc1S(=O)(=O)CCC(=O)N(C)C1CCCCC1)OCC(=O)N2 | i | -5 | -5 | 0 | 0 | -0.9 | 0 | -7 | -1
COc1ccc(CN2CCN(C(=O)CC(C)C)CC2)c2ccccc12 | i | 0 | 4 | -3 | -3 | -1.5 | 12 | 6 | -9
CC1(C)C2CC[C@]3(C)C(CC=C4[C@@H]5C[C@](C)(CO)CC[C@]5(C(=O)O)CC[C@]43C)[C@@]2(C)CC[C@@H]1O (some centres not stated) | i | -2 | 1 | -2 | 2 | x | -25 | -2 | -4
CCOC(=O)NCc1ccc2[nH]c(C)cc2c1 | i | -7 | -6 | -5 | 4 | 1.2 | 0 | 13 | -11
CC1CN(S(=O)(=O)c2cccc(C(=O)OCC(=O)c3cccs3)c2)CC(C)O1 (configuration not stated) | i | 2 | -6 | -7 | 1 | 1.3 | -1 | -5 | -1
CC(=O)c1cc2c(cc1NC(=O)CN1CCOCC1)OCO2 | i | -1 | -8 | 0 | -1 | 2.2 | -4 | -2 | 1
COc1ccc(S(=O)(=O)CC(=O)c2cc(C)c(O)c(C)c2)cc1 | i | -4 | -7 | 0 | -1 | 1.8 | 4 | 9 | 0
COc1ccc([C@@H]2CC=C(C(=O)O)[C@H](c3ccc(C(C)(C)C)cc3)N2S(=O)(=O)c2ccc(C)cc2)cc1OC | i | -2 | 3 | 1 | 4 | -0.7 | 7 | -17 | -5
COc1ccc(Cc2noc(CN3CCN(Cc4cccc(Cl)c4)CC3)n2)cc1OC | i | -3 | -2 | 6 | 1 | 1.9 | 7 | -10 | -2
CCc1cccc(OCCn2nc(C(=O)O)c3ccccc3c2=O)c1 | i | -13 | 16 | 2 | 5 | 1.6 | -2 | -4 | 13
COc1ccc(-n2c(SCC(=O)c3c(N)n(C)c(=O)n(C)c3=O)nc3ccccc32)cc1 | i | -9 | -2 | -2 | 3 | -0.1 | 2 | 26 | 1
CCOc1ccc(C2C(C#N)=C(N)N(c3sc4c(c3C#N)CCCC4)C3=C2C(=O)CCC3)cc1 (configuration not stated) | i | -1 | 24 | 3 | -4 | 0.0 | -26 | 13 | -31
Cn1ccnc1SCC(=O)NCC(=O)Nc1ccc(F)c(F)c1F | i | -2 | -4 | -2 | -1 | 1.1 | 17 | 12 | 1
CCCCc1cc(=O)oc2cc(OC(C)C(=O)NCCN3CCOCC3)c(Cl)cc12 (configuration not stated) | i | -13 | -7 | 5 | 1 | 1.0 | 6 | -8 | -10
NC1=NC(=O)/C(=C/c2cn(CCC(=O)O)nc2-c2ccc(F)cc2)S1 | i | -6 | -7 | 2 | 1 | 5.0* | -76 | -3 | -15
COc1ccc(Br)cc1S(=O)(=O)N1CCCC1 | i | -5 | -4 | -6 | 3 | 0.4 | 2 | -11 | -4
Cc1ccc([N+](=O)[O-])cc1N=C(c1ccc([N+](=O)[O-])cc1)N1CCOCC1 | i | 2 | 14 | -2 | -3 | 0.2 | 6 | 2 | 0
CC(C)OC(=O)c1cc2c(ccn2-c2ccc(F)cc2)n1CC(=O)N1CCN(C(=O)c2ccco2)CC1 | i | -6 | 22 | -1 | 3 | 0.7 | 8 | 7 | 1
Cc1ccc(C2(c3noc(CN4CCOCC4)n3)CCCC2)cc1 | i | -6 | -8 | -2 | 7 | -0.7 | -2 | -5 | 7
Cc1nn(CC(=O)Nc2ccccn2)c(C)c1[N+](=O)[O-] | i | -3 | -8 | 2 | 4 | -0.2 | 2 | 10 | -5
CSc1nc(C)c2c(n1)N(c1cccc(C)c1)CC2 | i | 1 | 10 | 3 | 1 | 0.6 | -3 | 16 | 1
CCOC(=O)N1CCN(CCC(=O)Nc2ccc(OC)cc2)CC1 | i | -1 | -8 | 2 | 2 | 1.6 | 10 | 3 | 0
CSc1nnc(-c2ccc(O)cc2)n1C | i | -5 | -6 | -2 | -3 | 1.1 | -6 | -13 | -2
Oc1cc2c(cc1O)CN(C(=S)NCCc1ccc(Cl)cc1)CCC2 | i | -7 | 0 | 0 | -1 | -0.6 | -8 | 4 | 6
Cn1ccsc1=NC(=O)c1ccc(CS(C)(=O)=O)cc1 | i | -3 | -4 | 1 | 5 | 2.6 | 2 | 9 | 1
Cn1cc(CC(=O)NCc2ccc(F)cc2)c2ccccc21 | i | -2 | -2 | -1 | 0 | 0.7 | 0 | 16 | 1
CCS(=O)(=O)c1nc(S(=O)(=O)c2ccc(Cl)cc2)c(NCc2ccco2)s1 | i | -2 | -6 | 0 | 1 | -0.8 | -6 | 7 | -9
COc1ccc([C@@H]2C[C@H]3CN(c4ccccc4)C(=O)[C@]34CCCN24)c(OC)c1OC | i | -4 | -3 | 0 | -3 | 1.6 | -50 | -3 | -16
COc1ccc(N2C(=O)CC(Sc3n[nH]c(-c4cccc(C)c4)n3)C2=O)cc1 (configuration not stated) | i | -1 | -6 | 7 | 5 | -0.5 | 5 | 1 | -11
CCc1ccc(NC(=O)CN2CCN(c3ccc(OC)cc3)CC2)cc1 | i | 0 | 6 | 2 | 2 | -1.1 | 2 | -26 | 2
COc1cccc(-n2cn[nH]c2=S)c1 | i | 7.8* | -5 | 2 | 1 | 1.4 | 7 | -11 | 1
CC(=O)c1ccc(N2CCN(S(=O)(=O)c3ccc4c(c3)CC(C)N4C(C)=O)CC2)cc1 (configuration not stated) | i | -3 | 14 | 3 | -3 | 2.2 | 14 | 7 | 7
CCOC(=O)COc1ccc(S(=O)(=O)N2CCN(C(=O)OCC)CC2)cc1 | i | 0 | -4 | -3 | 3 | -0.9 | 2 | 21 | 5
Cc1ccnc2nc(C(=O)OCC(=O)NCCc3ccccc3)nn12 | i | -13 | -9 | 1 | x | -0.4 | 1 | -4 | 3
Cc1[nH]c2ccc(C(=O)NCCN3CCCCCC3)cc2c1C | i | -3 | -3 | 5 | -3 | 0.7 | -3 | 9 | 2
Cc1nn(-c2ccccc2)c(Cl)c1/C=C1/C(=N)N2N=C(C(C)C)SC2=NC1=O | i | -1 | 4 | -2 | -1 | 2.3 | -32 | 1 | -32
O=C(O)CCCNS(=O)(=O)c1ccc2c(c1)OCCCO2 | i | 0 | -11 | 1 | 1 | 2.5 | 7 | 12 | -2
CN(C)c1ccc(C(=O)N2CCCC2)cc1 | i | -11 | -10 | 3 | -2 | 1.2 | -4 | -1 | 4
Cc1ccc(OCCN2CCCCCC2)c(C)c1 | i | -1 | -8 | 2 | -1 | 0.4 | -3 | 4 | -11
Cc1c(NC(=O)c2cccs2)c(=O)n(-c2ccccc2)n1C | i | -7 | -4 | 1 | 4 | 0.7 | 0 | -1 | -9
c1ccc(Cn2c(NCc3ccncc3)nc3ccccc32)cc1 | i | -1 | -4 | 5 | 0 | -0.1 | 4 | -4 | 7
COc1cc(NC(=O)Cn2ccsc2=N)cc(OC)c1 | i | 0 | -8 | -1 | 0 | 0.1 | -6 | 3 | -10
O=C(NC(=S)Nc1ccc(NC(=O)c2cccs2)cc1)c1cc2ccccc2o1 | i | -14 | -7 | 5 | 5 | -0.1 | 1 | -15 | -6
O=C(Nc1cccc(S(=O)(=O)N2CCOCC2)c1)C12CC3CC(CC(C3)C1)C2 | i | -4 | 9 | 1 | -5 | 0.1 | -2 | -8 | -9
COC(=O)c1nn(-c2ccc(C)cc2)c2nnc(Cc3ccccc3)c(=O)n12 | i | -3 | -4 | 2 | 3 | 0.4 | 2 | 4 | 0
CCc1ccc(-c2nc(-c3ccncc3)no2)cc1 | i | -11 | -4 | -3 | 1 | -0.9 | 6 | 48* | -1
O=c1[nH]n(-c2ccccc2)c(=O)c(Cl)c1Cl | i | -13 | -3 | 1 | -4 | x | -9 | -10 | 4
O=C(Nc1nnc(-c2cccs2)o1)C1CC1 | i | -2 | -6 | 2 | 1 | 0.8 | -9 | -8 | -1
COC(=O)CN1C2=NCCCN2c2ccccc21 | i | -4 | -6 | -2 | 0 | -0.6 | 10 | 3 | 6
COc1ccc(OCC(O)CN(CC(O)COc2ccc(OC)cc2)c2cccc(O)c2)cc1 (configuration not stated) | i | -2 | 6 | 3 | 3 | -1.1 | -9 | 19 | 3
Cc1c(NS(=O)(=O)c2ccc(NCC3CCCO3)c([N+](=O)[O-])c2)c(=O)n(-c2ccccc2)n1C (configuration not stated) | i | -2 | -7 | -7 | 0 | 0.7 | 1 | -20 | 13
CCn1c(N)c(C(=O)Nc2ccccc2C(=O)OC)sc1=S | i | -2 | 15 | -1 | 2 | -0.2 | -1 | 1 | -1
Cc1ccc(N2C(=O)C3C(C2=O)N2C(c4cccs4)C4C(=O)N(c5ccc(C)cc5)C(=O)C4N2C3c2cccs2)cc1 (configuration not stated) | i | -2 | 84* | -1 | -5 | 2.3 | -25 | 18 | 2
C[C@H](NC(=O)[C@@H]1Cc2ccccc2CN1)C(=O)Nc1ccc2c(c1)OCCO2 | i | -13 | -2 | -2 | 0 | -1.7 | 1 | -13 | -1
CC(O)[C@H]1CNC(=O)C(=O)N1CC1CCCCC1 (some centres not stated) | i | 1 | -10 | -1 | 1 | -0.4 | 8 | 8 | -2
CCOC(=O)C1=C(OCc2ccc(Cl)cc2)C2C=C(C)C=CC2N=C1 (configuration not stated) | i | -6 | 2 | -4 | -2 | 0.3 | 2 | 7 | -6

Remaining list, next part
SMILES | Neddyl block | bovine MsrA act | FAS TE block | Rin1-Abl PPI inh | MT1-MMP act inh | MsrA inh | CendR NRP1 mod | SKN-1 inh | E coli Lon inh
O=C1c2nccnc2C(=O)N1c1ccc(C(F)(F)F)cc1 | i | -1 | -2 | -1 | 0 | -0.7 | -9 | -13 | 4
CC1(C)Cc2c(cnn2-c2ccccc2)-c2c1c1ccccc1n2CC(O)CCl (configuration not stated) | x | -6 | 17 | -3 | -10 | 1.4 | -6 | 18 | 0
COc1ccccc1N1CCN(S(=O)(=O)c2cn(C)nc2C)CC1 | i | -2 | -4 | -3 | 3 | 0.8 | 11 | -1 | -6
Cc1ccc(S(=O)(=O)Nc2cnc3ccccc3c2)cc1 | i | -2 | 0 | 1 | 7 | 0.9 | 3 | 0 | 2
O=C(Nc1cccc(S(=O)(=O)N2CCCCC2)c1)C1CC(=O)N(c2ccc3c(c2)OCCO3)C1 (configuration not stated) | i | -4 | 1 | 1 | 3 | -0.1 | 2 | 0 | 5

Three of the compounds above, as labelled records.
CC1(C)Cc2c(cnn2-c2ccccc2)-c2c1c1ccccc1n2CC(O)CCl (configuration not stated)
  Neddyl block: x; bovine MsrA act: -6; FAS TE block: 17; Rin1-Abl PPI inh: -3; MT1-MMP act inh: -10; MsrA inh: 1.4; CendR NRP1 mod: -6; SKN-1 inh: 18; E coli Lon inh: 0

COc1ccccc1N1CCN(S(=O)(=O)c2cn(C)nc2C)CC1
  Neddyl block: i; bovine MsrA act: -2; FAS TE block: -4; Rin1-Abl PPI inh: -3; MT1-MMP act inh: 3; MsrA inh: 0.8; CendR NRP1 mod: 11; SKN-1 inh: -1; E coli Lon inh: -6

Cc1ccc(S(=O)(=O)Nc2cnc3ccccc3c2)cc1
  Neddyl block: i; bovine MsrA act: -2; FAS TE block: 0; Rin1-Abl PPI inh: 1; MT1-MMP act inh: 7; MsrA inh: 0.9; CendR NRP1 mod: 3; SKN-1 inh: 0; E coli Lon inh: 2
